Screens: PubChem, National Center for Advancing Translational Sciences (NCATS)
PI4K2A block – qHTS for small molecular inhibitors of PI4K2A; purified PI4K2A, ADP-Glo luminescence, 1 h; active compounds read low; AID 1346378, 2018; 420,000 tested, 0.13% active; activity change, negative = inhibition, % at 76.9 µM; in the data active means activity change below about -50%; inconclusive means mostly about -30% to -49%;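 further: -100% = wells without enzyme as full effect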
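In this quantitative HTS, ADP production by PI4K2A was quantified luminescently after 1 h at ambient temperature; 100 microM adenosine served as plate-quality control.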
JMJD2A Tudor – qHTS Assay for Inhibitors of JMJD2A-Tudor Domain. Lysine-specific demethylase 4A (Homo sapiens), O75164. AlphaScreen JMJD2A-Tudor / H3K4me3 peptide binding. Potency, µM (doses to about 114 µM), without a hit: at the top dose activity change, negative = inhibition, usual class: inhibitors. 390,000 tested, 4.4% active; further: potency means the concentration at half of the fitted maximal effect; on the % scale 0 is the no-effect control and ±100 the full control effect; nearly all actives have a fitted effect of over 50% in size
Target sequence (O75164 whole entry, looked up, the tested form may be a part): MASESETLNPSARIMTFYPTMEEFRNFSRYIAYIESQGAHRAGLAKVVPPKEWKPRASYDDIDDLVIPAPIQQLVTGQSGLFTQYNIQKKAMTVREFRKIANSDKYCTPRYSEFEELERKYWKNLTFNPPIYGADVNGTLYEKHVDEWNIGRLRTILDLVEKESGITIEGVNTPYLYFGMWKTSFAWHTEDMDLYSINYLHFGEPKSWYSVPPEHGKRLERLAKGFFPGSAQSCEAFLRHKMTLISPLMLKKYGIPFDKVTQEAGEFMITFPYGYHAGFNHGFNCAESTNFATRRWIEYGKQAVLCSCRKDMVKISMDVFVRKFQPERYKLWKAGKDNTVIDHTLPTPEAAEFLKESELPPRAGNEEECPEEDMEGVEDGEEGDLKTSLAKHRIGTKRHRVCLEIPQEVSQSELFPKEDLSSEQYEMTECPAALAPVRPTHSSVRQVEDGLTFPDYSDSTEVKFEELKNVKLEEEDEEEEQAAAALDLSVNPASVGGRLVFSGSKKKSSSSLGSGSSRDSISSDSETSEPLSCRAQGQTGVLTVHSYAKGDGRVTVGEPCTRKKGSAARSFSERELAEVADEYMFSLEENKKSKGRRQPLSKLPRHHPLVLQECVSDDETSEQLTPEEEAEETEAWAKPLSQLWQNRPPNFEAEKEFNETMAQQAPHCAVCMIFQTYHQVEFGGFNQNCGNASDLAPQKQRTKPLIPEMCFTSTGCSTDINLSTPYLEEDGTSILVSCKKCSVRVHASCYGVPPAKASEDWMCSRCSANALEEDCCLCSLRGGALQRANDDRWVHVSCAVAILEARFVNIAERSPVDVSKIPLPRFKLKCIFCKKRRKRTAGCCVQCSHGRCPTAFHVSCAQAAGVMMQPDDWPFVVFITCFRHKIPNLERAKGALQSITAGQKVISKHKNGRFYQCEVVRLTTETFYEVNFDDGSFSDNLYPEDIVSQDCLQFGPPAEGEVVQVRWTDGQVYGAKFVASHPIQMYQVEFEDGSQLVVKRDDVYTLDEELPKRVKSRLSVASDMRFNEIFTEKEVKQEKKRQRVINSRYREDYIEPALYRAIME
GLS inhibitor – qHTS for Inhibitors of Glutaminase (GLS); Glutaminase kidney isoform, mitochondrial (Homo sapiens), O94925; GLS enzymatic activity, qHTS titration; Potency, µM (highest dose often 45.5 µM), for the others: top-dose activity change, negative = inhibition, hits mostly inhibitors; 410,000 tested, 0.21% active; AID 624170, 2012; further: potency means the concentration at half of the fitted maximal effect; on the % scale 0 is the no-effect control and ±100 the full control effect
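Two-point fluorescence kinetic (t0, 30 min RT) for hKGA; glutamate detected via glutamate oxidase–HRP–Amplex Red. Substrate: 1 mM L-glutamine solution; buffer 45 mM KH2PO4, pH 8.2.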
BAZ2B block – qHTS Assay for Inhibitors of BAZ2B; 360,000 tested, 4.4% active; Potency, µM (titrated, usually from 114 µM), for the others: at the highest dose activity change, negative = inhibition, most hits filed as inhibitors; Bromodomain adjacent to zinc finger domain protein 2B (Homo sapiens), Q9UIF8; AlphaScreen BAZ2B-H3K14Ac peptide displacement; further: potency means the concentration at half of the fitted maximal effect; on the % scale 0 is the no-effect control and ±100 the full control effect; nearly all actives have a fitted effect of over 60% in size
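Protein-peptide AlphaScreen: BAZ2B 50 nM, b-H3K14Ac 50 nM, 1x PBS pH 7.4 + 0.01% Tween-20. Preincubation 30 min RT; cpd 30 min RT (top 110 uM); beads 20 min RT, light-protected.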
HP1b binding inh – HTS for Inhibitors of HP1-beta Chromodomain Interactions with Methylated Histone Tails. AlphaScreen HP1-beta / biotin-H3K9me3 peptide binding. Chromobox protein homolog 1 (Homo sapiens), P83916. AID 540317, 2011. Potency, µM (top dose mostly 114 µM), without a hit: top-dose activity change, negative = inhibition, actives largely listed as inhibitors. 390,000 tested, 0.56% active; further: potency means the concentration at half of the fitted maximal effect; nearly all actives have a fitted effect of over 70% in size; inactives centre near 23
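AlphaScreen: HP1-beta (50 nM) preformed 30 min with biotin-H3(1-18)K9me3 peptide (50 nM) in PBS pH 7.4, 0.01% Tween-20. Compound added for 30 min at RT, then streptavidin donor/nickel chelate acceptor beads (10 ug/mL) for 30 min.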
Pin1 inhibitor – qHTS Assay to Find Inhibitors of Pin1; Peptidyl-prolyl cis-trans isomerase NIMA-interacting 1 (Homo sapiens), Q13526; Pin1 FP peptide displacement, HiFluor488, 10 min; Potency, µM (doses to about 115 µM), without a hit: at the top dose activity, negative = inhibition, hits mostly inhibitors; 390,000 tested, 0.009% active; active means well fitted inhibition curve with a large enough effect in the polarisation, with a control signal flat, not every such curve was filed as active; inconclusive means small, poorly fitted or top-dose-only effect, or effect the other way, or a change in a side signal; inactive means no such curve, though single readings can be large or run the other way; the % refers to the polarisation; further: potency means the concentration at half of the fitted maximal effect; on the % scale 0 is the no-effect control and ±100 the full control effect
PGK inhibitor – qHTS Assay to Find Inhibitors of Phosphoglycerate Kinase; PGK/GAPDH coupled, Kinase-Glo luminescence, 60 min; Potency, µM (highest dose often 57.5 µM), for the others: at the top dose activity change, negative = inhibition, actives largely listed as inhibitors; 380,000 tested, 0.043% active; AID 602233, 2012; Phosphoglycerate kinase, glycosomal (Trypanosoma brucei brucei), P07378; further: potency means the concentration at half of the fitted maximal effect; on the % scale 0 is the no-effect control and ±100 the full control effect; nearly all actives have a fitted effect of over 60% in size
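Recombinant glycosomal PGK reaction used 1,3-bisphosphoglycerate generated in-well by GAPDH (100nM final) in 100mM TEA pH 7.6, 5mM MgCl2, 0.01% Tween-20. After 60 minutes at room temperature, ATP was read by Kinase-Glo Plus luminescence end-point.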
G9a block – qHTS Assay for Inhibitors of Histone Lysine Methyltransferase G9a; Histone-lysine N-methyltransferase EHMT2 (Homo sapiens), Q96KQ7; G9a H3K9 monomethylation, AlphaScreen, 2 h; Potency, µM (doses to about 102 µM), for inactives: at the top dose activity, negative = inhibition, actives largely listed as inhibitors; 350,000 tested, 8.8% active; further: potency means the concentration at half of the fitted maximal effect; on the % scale 0 is the no-effect control and ±100 the full control effect; nearly all actives have a fitted effect of over 75% in size
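Quantitative HTS format: methyltransferase activity on a biotin-tagged H3K9 peptide is measured by AlphaScreen, using a rabbit anti-monomethyl-H3K9 antibody with streptavidin donor and anti-IgG acceptor beads. Final levels are 20 nM enzyme, 500 nM peptide, 20 uM SAM; 2 h RT.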
POLH inh – qHTS for Inhibitors of Polymerase Eta; DNA polymerase eta (Homo sapiens), Q9Y253; recombinant Pol eta, fluorescent DNA replication assay; Potency, µM (highest dose often 114 µM), for the others: at the top dose activity change, negative = inhibition, usual class: inhibitors; 390,000 tested, 1.2% active; AID 588591, 2011; further: potency means the concentration at half of the fitted maximal effect; on the % scale 0 is the no-effect control and ±100 the full control effect
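Pol eta (10 nM) was preincubated with compounds for 15 min at room temperature, after which fluorescent replication substrate (50 nM final) was added to start the reaction. Fluorescence was read kinetically at 0 and 10 min.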
The depositor's hits bear a star; i = inactive; ? = inconclusive; . = not tested or not shown; [ ] = dose if it differs, or a comment. Unless noted, the call rests on the fitted dose curve; in most records, active means well fitted curve in the direction sought with a large enough effect; inconclusive means small, poorly fitted or top-dose-only effect, or another doubt; inactive means no such curve, though single readings can be large; an effect the other way counts as inactive or inconclusive.

G9a block | HP1b binding inh | POLH inh | PI4K2A block | BAZ2B block | PGK inhibitor | Pin1 inhibitor | JMJD2A Tudor | GLS inhibitor | molecule
. | 11% | -22% | 3 | 1% | -8% | 3% | -32% | 0% | O=C(CSc1ccccn1)N1CCCC(Nc2ccccc2)C1 (stereo not given)
-10%[59 µM] | 34% | ? | -6 | -4% | -3% | ? | -20%[57.1 µM] | 13% | CCc1ccc(NC(=O)COc2ccc(/C=C(/C#N)c3nc4ccccc4[nH]3)cc2OC)cc1
. | 24% | -6% | 4 | -23% | 2% | -1% | -18% | 0% | CCN1C(=O)C(c2ccc(O)cc2)(c2ccc(O)cc2)c2ccccc21
35µM* | -34% | -7% | -5 | -37% | -1% | 1% | -19% | 7% | CCOc1ccccc1-n1c(N)c(C(N)=O)sc1=S
-3% | 22% | -9% | 3 | -3% | -3% | 5% | -12% | -3% | CCc1ccc(NC(=O)C(=O)NCC2CCCN2S(=O)(=O)c2cccs2)cc1 (stereo not given)
. | 23% | -11% | -2 | 1% | -3% | -1% | -18% | -5% | COc1ncnc2c1oc1nc(C)c3c(c12)CC(C)(C)OC3
? | 41%[activator] | 21% | 1 | . | -1% | 3% | -5% | -4% | CCc1ccccc1N(C(C)=O)c1nc(CN=C=S)cs1
5%[0.0925 µM] | -1% | -1% | -8 | ? | -8% | -1% | -13% | -5% | CCCCC[n+]1ccn(C2=C([O-])c3ccccc3C(=O)/C2=N\S(=O)(=O)c2ccccc2)c1
3% | 25% | -22% | -8 | . | -4% | 13% | -25% | 11% | CCOC(=O)c1nc(NCCc2ccccc2)sc1C
-2%[59 µM] | 14% | . | 1 | -1% | . | 8% | -7% | -9% | O=C(Nc1ccccc1C(F)(F)F)N1CCC2(CC1)Oc1ccccc1C(=O)N2Cc1ccccc1F
17%[2.33 µM] | 14% | 12% | 1 | 12% | -1% | -10% | -23% | 11% | Nc1ccccc1NC(=O)c1ccccc1
2.8µM* | ? | -5% | 6 | 56µM* | -1% | 4% | 3.2µM* | -9% | Cn1c(-c2sccc2OCc2ccccc2)n[nH]c1=S
. | . | -5% | -2 | . | -2% | . | . | 0% | Cc1noc(C)c1CCC(=O)Nc1cc(C(=O)O)ccc1Cl
. | . | -21% | 4 | . | -6% | . | . | -11% | O=C1NC(Cc2ccccc2)c2nc3cc(F)c(F)cc3c(=O)n2-c2cc3ccccc3cc21 (stereo not given)
-2%[59 µM] | 35%[activator] | -25% | 1 | -5% | -6% | 0% | -21% | 2% | O=C1CN(C(=O)Cc2ccc(F)cc2)C(c2ccccc2)c2cc(Cl)ccc2N1 (stereo not given)
7%[59 µM] | 14% | -17% | -2 | -1% | -4% | 1% | -14% | -6% | COc1ccccc1-c1c(C(F)(F)F)oc2c(CN3CCCCC3C)c(O)ccc2c1=O (stereo not given)
0% | 35% | ? | -6 | 9% | -6% | 19% | -16% | 1% | Cc1sc2ncnc(N3CCC(C(=O)NNC(=O)COc4cccc(C(F)(F)F)c4)CC3)c2c1C
2%[2.33 µM] | -4% | 79µM* | -2 | ? | -1% | -18% | ? | 15% | O=C(O)CN1C(=O)/C(=C\c2ccccc2OCc2ccc(Cl)cc2)SC1=S
38% | 26% | -7% | -2 | 1% | 2% | 1% | -18% | 9% | Fc1ccccc1/C=N/Nc1ccc(Cl)nn1
4%[59 µM] | 38% | -12% | -1 | -2% | 10% | 1% | 2% | -5% | O=C(Nc1ccc(Oc2ccccc2)cc1)C1CCN(S(=O)(=O)c2ccc(Cl)cc2)CC1
. | 6% | -7% | -1 | . | 2% | 4% | -14% | 6% | COc1nc(NC2CCCCC2)nc(NC(C)(C)C)n1
10µM* | ? | -18% | -9 | -30% | -11% | ? | -35% | ? | O=c1cc(CN2CCN(c3ccc(O)cc3)CC2)nc2scc(-c3ccccc3)n12
-39% | 38% | -6% | 0 | -37% | -8% | 24% | -7%[11.4 µM] | -28% | Cc1ccc(C)c(C(=O)CSc2nc3ccccc3c(=O)[nH]2)c1
3%[59 µM] | 22% | -11% | -1 | -12% | 9% | 13% | -22% | ? | COc1cccc(CNC(=O)c2ccc3nc(-c4ccccc4)c(-c4ccccc4)nc3c2)c1OC
? | -15% | -17% | -1 | 28µM* | -1% | -8% | ? | -10% | Nc1ccc(-c2ncc(-c3ccccc3)o2)cc1
-26% | 21% | -4% | 7 | 0% | 2% | -4% | -9% | 4% | Cc1[nH]c2ccccc2c1C(=O)CN1CC(C)CC(C)C1 (stereo not given)
-29% | 34% | ? | 1 | ? | -7% | 2% | -20% | 0% | O=c1c(Cc2ccccc2)c(O)ccn1Cc1ccc2c(c1)OCO2
? | 31% | -13% | 6 | -9% | -12% | -2% | -9% | 26% | CCOc1cc(NS(=O)(=O)c2ccc(NC(C)=O)cc2)c(OCC)cc1NC(=O)C(C)C
? | 58%[activator] | -14% | -4 | -5% | -1% | 4% | 0% | 0% | CC(C)OCc1ccc(C(=O)N2CCN(S(=O)(=O)c3ccc(Br)s3)CC2)cc1
-2%[59 µM] | 27% | -15% | 2 | 0% | -6% | 7% | 0% | 12% | CCc1ccc2nc(NC(=O)c3ccc(N4C(=O)CCC4=O)cc3)sc2c1
. | 37%[activator] | -14% | ? | -9% | -23% | -12% | 4% | -11% | COc1ccc2oc(C(=O)N3CCc4ccccc43)c(C)c2c1
28µM* | ? | -1% | 5 | 71µM* | -5% | 0% | 20µM* | 9% | COc1cc(CNCc2ccc(C)cc2)cc(OC)c1OC
13% | 36% | -9% | -15 | -13% | 7% | -2% | -1% | 14% | O=C(NCc1cccnc1)c1ccc(NS(=O)(=O)c2ccc(F)cc2)cc1
? | 33%[activator] | -15% | 5 | -33% | 1% | 18% | 4%[57.1 µM] | -3% | CC(=O)Oc1ccc(C(=O)Nc2cc(NC(=O)c3ccc(OC(C)=O)cc3)cc(C(=O)NC(C)(C)C)c2)cc1
8%[59 µM] | 15%[57 µM] | -25% | 1 | -3% | -9% | -9% | -15% | 0% | CCOc1ccc(NC(=O)C2CCN(S(=O)(=O)c3c(C)noc3/C=C/c3c(C)cc(C)cc3C)CC2)cc1
2%[59 µM] | 12% | -1% | -2 | 2% | -8% | 0% | -16% | 0% | COc1cc(C2c3c(oc4ccccc4c3=O)C(=O)N2c2nc(C)c(C)s2)ccc1O (stereo not given)
22%[59 µM] | 9% | -6% | ? | -2% | -17% | 1% | -14% | 1% | Cc1ccc(-c2nc3n(n2)Cc2ccccc2-3)cc1
-20%[59 µM] | 9% | -18% | -1 | -10% | -8% | 8% | -11% | -2% | Cc1ccc(NC(=O)Cn2c(=O)n(CCc3ccccc3)c(=O)c3sc4ccccc4c32)cc1C
? | 31% | 1% | -2 | -33% | . | 0% | -20% | 0% | CCCNC(=O)C1CCN(S(=O)(=O)c2ccc(-c3nn[nH]n3)cc2)CC1
-1% | -6% | -11% | 3 | 1% | -7% | 2% | -29% | -1% | CC1CCCN(C(C(=O)Nc2ccc3c(c2)OCO3)c2ccccc2)C1 (stereo not given)
-13%[59 µM] | 36% | -17% | -2 | 6% | i | 6% | 1% | -9% | COc1ccc(NC(=O)Cc2c(SC)c3ccccc3n2Cc2ccccc2)cc1
0%[59 µM] | 10% | 0% | 2 | -6% | -4% | ? | -29% | ? | COc1ccc(-c2cc3nccc(-c4cc(Cl)c(C)cc4O)n3n2)cc1

Nine of the compounds above, with tabs.
molecule	G9a block	HP1b binding inh	POLH inh	PI4K2A block	BAZ2B block	PGK inhibitor	Pin1 inhibitor	JMJD2A Tudor	GLS inhibitor
CC(=O)Oc1ccc(C(=O)Nc2cc(NC(=O)c3ccc(OC(C)=O)cc3)cc(C(=O)NC(C)(C)C)c2)cc1	?	33%[activator]	-15%	5	-33%	1%	18%	4%[57.1 µM]	-3%
CCOc1ccc(NC(=O)C2CCN(S(=O)(=O)c3c(C)noc3/C=C/c3c(C)cc(C)cc3C)CC2)cc1	8%[59 µM]	15%[57 µM]	-25%	1	-3%	-9%	-9%	-15%	0%
COc1cc(C2c3c(oc4ccccc4c3=O)C(=O)N2c2nc(C)c(C)s2)ccc1O (stereo not given)	2%[59 µM]	12%	-1%	-2	2%	-8%	0%	-16%	0%
Cc1ccc(-c2nc3n(n2)Cc2ccccc2-3)cc1	22%[59 µM]	9%	-6%	?	-2%	-17%	1%	-14%	1%
Cc1ccc(NC(=O)Cn2c(=O)n(CCc3ccccc3)c(=O)c3sc4ccccc4c32)cc1C	-20%[59 µM]	9%	-18%	-1	-10%	-8%	8%	-11%	-2%
CCCNC(=O)C1CCN(S(=O)(=O)c2ccc(-c3nn[nH]n3)cc2)CC1	?	31%	1%	-2	-33%	.	0%	-20%	0%
CC1CCCN(C(C(=O)Nc2ccc3c(c2)OCO3)c2ccccc2)C1 (stereo not given)	-1%	-6%	-11%	3	1%	-7%	2%	-29%	-1%
COc1ccc(NC(=O)Cc2c(SC)c3ccccc3n2Cc2ccccc2)cc1	-13%[59 µM]	36%	-17%	-2	6%	i	6%	1%	-9%
COc1ccc(-c2cc3nccc(-c4cc(Cl)c(C)cc4O)n3n2)cc1	0%[59 µM]	10%	0%	2	-6%	-4%	?	-29%	?

Only part of the results is shown, so the mix of outcomes need not match the whole.
